RGS8-Gao: RGS8-Galphao binding modulators, primary screen, biochemical, multiplexed bead flow cytometry. actives lie on both sides. actives 0.34% (n = 220,000). response (percent of control binding), % at 10 µM; in the data active = response below about 60% or above about 140%; inactive = in between;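 note: Galphao activated as the GDP aluminium fluoride complex binding bead-coupled RGS8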
Target sequence (P09471 whole entry, looked up): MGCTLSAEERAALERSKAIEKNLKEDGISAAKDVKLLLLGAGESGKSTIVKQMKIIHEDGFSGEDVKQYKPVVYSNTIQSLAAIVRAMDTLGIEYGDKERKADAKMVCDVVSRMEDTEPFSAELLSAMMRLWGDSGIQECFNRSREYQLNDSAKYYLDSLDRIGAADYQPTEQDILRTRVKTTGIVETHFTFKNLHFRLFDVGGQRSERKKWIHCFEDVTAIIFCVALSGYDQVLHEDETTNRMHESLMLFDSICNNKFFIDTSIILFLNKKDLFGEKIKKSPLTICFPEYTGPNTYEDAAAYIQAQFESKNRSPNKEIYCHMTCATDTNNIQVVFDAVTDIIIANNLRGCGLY
ABCG2 inh: ABCG2 efflux pump inhibitors, primary screen, multiplex with ABCB1, IgMXP3 cells, flow cytometry; JC-1 efflux; inhibition, % at 6.6 µM; actives 0.1% (n = 190,000); AID 1325, 2008;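 active = inhibition above 80%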;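 note: 0% = DMSO and 100% = nicardipine control wells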
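Test system: IgMXP3 (ABCG2) plus far-red-tagged CCRF-Adr (ABCB1) cells. Reagent: JC-1 dye as substrate. Timing: 10 min exposure at 25 °C with rotation, no wash. Measured by: flow cytometric JC-1 green MFI at 530 nm. Read-out: percent efflux inhibition, scaled nicardipine 100% to DMSO 0%. Control set: nicardipine and DMSO wells.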
GSH bead fluor: compound fluorescence on glutathione beads, profiling panel, artefact control, biophysical, 488/530 nm, flow cytometry; fluorescence (KMESF) at 10 µM; actives 0.25% (n = 190,000); AID 1776, 2009; GSH beads flow cytometry, compound fluorescence 488/530 nm; hits give high values; in the data active = fluorescence above about 89;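 note: glutathione beads carrying GST-tagged Bcl family fusion proteins plus one bare bead set; values are compound well signal with DMSO vehicle wells as background; inactives centre near 16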
Mcl1 Bid PPI: Mcl-1/Bid binding inhibitors, primary screen, biochemical, TR-FRET, 1536-well; Induced myeloid leukemia cell differentiation protein Mcl-1 (Homo sapiens), Q07820; TR-FRET Mcl-1/Bid-Dy647 peptide binding; inhibition, % at 21.7 µM; actives 0.97% (n = 220,000); AID 1021, 2008;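 active = compounds that cut the binding signal by more than half at the single screening dose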;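 note: His-tagged Mcl-1 with europium anti-His antibody binding Bid BH3 peptide; 0% = Mcl-1 plus peptide wells and 100% = peptide-only wells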
Target sequence (Q07820 whole entry, looked up): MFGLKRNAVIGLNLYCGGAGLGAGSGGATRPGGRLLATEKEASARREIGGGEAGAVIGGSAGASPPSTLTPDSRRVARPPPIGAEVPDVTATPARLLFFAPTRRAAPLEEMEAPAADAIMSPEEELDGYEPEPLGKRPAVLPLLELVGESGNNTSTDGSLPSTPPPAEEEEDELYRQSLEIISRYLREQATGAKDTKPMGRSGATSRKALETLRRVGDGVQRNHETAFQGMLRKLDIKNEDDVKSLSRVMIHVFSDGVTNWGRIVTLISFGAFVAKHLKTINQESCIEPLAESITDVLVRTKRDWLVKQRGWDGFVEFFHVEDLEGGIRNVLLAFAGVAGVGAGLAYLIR
Bim-Mcl-1: inhibitors of Bim peptide binding to Mcl-1, primary screen, biochemical, bead-based flow cytometry, multiplex | Bim peptide-Mcl-1 binding | inhibition, % at 10 µM | actives 0.1% (n = 190,000); in the data active = inhibition above about 40%;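 note: 0% = no compound tracer wells and 100% = peptide blocker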
Mcl1-Noxa inh: Mcl-1/Noxa binding inhibitors, primary screen, biochemical, TR-FRET, 1536-well; TR-FRET Mcl-1/Noxa peptide binding, 2 h; inhibition, % at 21.7 µM; AID 1022, 2008; actives 1.5% (n = 220,000);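 active = compounds that cut the protein-peptide binding signal by more than 50% relative to plate controls in a single-dose test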;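 note: His-tagged Mcl-1 with rhodamine Noxa BH3 peptide and terbium anti-His antibody; 0% = Mcl-1 plus Noxa peptide wells and 100% = peptide-only wells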
Pf gametocyte: late stage P. falciparum gametocyte viability inhibitors, primary screen, ATP luminescence, HTS; actives 0.065% (n = 150,000); inhibition, % at 10.9 µM; AID 743093, 2013; P. falciparum stage V gametocytes, 24 h;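 active = inhibition above the mean plus 3 SD of compounds within the control limits, set per campaign, cut at about 38% in these data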;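 note: 0% = DMSO wells and 100% = medium only without gametocytes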
RGS4-Gao reg: modulators of RGS4 binding to Galphao, primary screen, biochemical, multiplexed bead flow cytometry; Guanine nucleotide-binding protein G(o) subunit alpha (Homo sapiens), P09471; actives lie on both sides; binding response (% of control), % at 10 µM; actives 0.33% (n = 220,000); in the data active = binding response below about 49% or above about 150%; inactive = in between;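 note: fluorescent Galphao activated with aluminum fluoride binding bead-coupled RGS4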
ABCB1 inh: ABCB1 efflux pump inhibitors, primary screen, cell-based, multiplex, flow cytometry, ABCG2 counter-screen; ATP-dependent translocase ABCB1 (Homo sapiens), P08183; CCRF-Adr cells, JC-1 efflux; inhibition, % at 6.6 µM; actives 0.067% (n = 190,000); in the data active = inhibition above about 40%;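 note: 0% = vehicle and 100% = reference inhibitor; higher value means more JC-1 retained so stronger ABCB1 efflux block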
RGS7-Gao reg: RGS7-Galphao binding modulators, primary screen, biochemical, multiplexed bead flow cytometry | actives 0.35% (n = 220,000) | Guanine nucleotide-binding protein G(o) subunit alpha (Homo sapiens), P09471 | actives lie on both sides | binding response (% of control), % at 10 µM; in the data active = binding response below about 49% or above about 150%; inconclusive = no clear call, values can overlap the other calls; inactive = in between;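 note: fluorescent Galphao held in activated GDP-AlF4 state binding bead-coupled RGS7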
Avidin fluor: green autofluorescence of compounds with avidin beads – biophysical, 488/530 nm, flow cytometry, artefact control, profiling panel; compound fluorescence 488/530 nm; hits give high values; fluorescence (KMESF) at 10 µM; actives 0.38% (n = 220,000); in the data active = fluorescence above about 47; note: inactives centre near 10
An asterisk follows results filed as active; ? = inconclusive; · = no result given.

SMILES	RGS8-Gao	ABCG2 inh	GSH bead fluor	Mcl1 Bid PPI	Bim-Mcl-1	Mcl1-Noxa inh	Pf gametocyte	RGS4-Gao reg	ABCB1 inh	RGS7-Gao reg	Avidin fluor
COc1ccccc1Nc1nc(C2(C)CCC(=O)O2)cs1 (stereo unspecified)	103	6	29	-14	-4	6	·	102	0.5	100	12
O=[N+]([O-])c1ccc(/C=N/Nc2nc(-c3ccccc3)c3cc(Br)ccc3n2)o1	102	2	11	-15	0	39	·	100	0.1	102	22
Cc1cc(C)cc(N2CC(c3nc4ccccc4n3C)CC2=O)c1 (stereo unspecified)	105	0	24	-3	0	1	·	101	-1.9	104	8
CC(=O)Nc1ccc(Oc2ccc3nc(C)[nH]c3c2)cc1	100	0	12	-15	-3	4	-1	101	0.1	100	18
CCSc1nc2ccccc2n1C(=O)Oc1ccccc1	108	7	12	8	0	1	·	104	1.5	101	7
OCC1CCCC(n2cnc3c(=S)nc[nH]c32)O1 (stereo unspecified)	100	·	·	-44	·	4	23	98	·	?	3
FC(F)(F)c1cc(-c2ccccc2)nc(-n2cncn2)n1	99	4	16	-9	-1	6	·	99	0.7	98	38
COc1ccc(/C=N/NC(=O)Nc2cccc3nsnc23)cc1OC	97	-4	2	-12	4	3	7	103	-1.2	99	7
CCN(CC)CCn1c(=S)[nH]c2ccccc2c1=O	97	2	15	-80	-2	5	·	90	0.3	93	15
CCC(=O)N/C(N)=N/c1nc(C)c2cc(C)c(C)cc2n1	85	·	·	8	·	12	-23	69	·	?	5
Cc1cc(C)c(C(=O)CSc2nnc(-c3ccccc3Br)o2)cc1C	100	5	32	-27	1	-7	4	97	0.1	95	6
O=C(Nc1ccsc1C(=O)N1CCCC1)c1ccccc1	105	7	12	-3	-3	-12	13	106	1.2	102	26
O=C(NCCN1CCOCC1)c1cc2ccccc2[nH]1	100	22	24	-19	-8	-8	·	103	-0.3	99	37
CN(Cc1cn(-c2ccccc2)nc1-c1ccc2c(c1)OCO2)Cc1nccn1C	103	1	18	-34	0	15	-12	95	1.5	100	12
C/C(=N\Nc1ccc([N+](=O)[O-])cc1)c1ccc(-n2nncc2C(C)(C)C)cc1	98	2	11	-13	-8	2	-6	93	0.2	93	17
CC(CN1CCOCC1)(NS(=O)(=O)c1ccccc1)c1ccccc1 (stereo unspecified)	99	2	39	-31	1	-12	-2	98	1.0	96	10
Cc1ccccc1-c1ncc(CN2CCN(C3CCCC3)C(CCO)C2)cn1 (stereo unspecified)	100	3	9	-37	-1	4	19	100	1.0	102	3
CC(Oc1ccc(Cl)cc1Cl)C(=O)OCn1nnc2ccccc2c1=O (stereo unspecified)	99	1	11	-4	0	-18	·	99	0.4	101	22
Cc1ccc2ncnc(Nc3cccc(C(=O)O)c3)c2c1	101	5	10	-12	-1	16	5	98	0.2	96	2
C=CCNS(=O)(=O)c1nc(C)c(Cl)c(C)c1C#N	100	2	45	0	-6	6	-1	97	0.2	100	6
O=C(NCc1ccc2c(c1)OCO2)C1CCCN1C(=O)Nc1cccc(F)c1 (stereo unspecified)	102	14	19	-11	-3	4	·	99	0.8	100	30
CCn1cc(C(=O)O)c(=O)c2cc(F)c(N3CCN(C(=S)NC(=O)c4ccc(F)cc4)CC3)cc21	100	·	·	-119	·	-63	7	98	·	?	7
Cc1ccc(CN2CCN(C/C(Cl)=C/c3ccccc3)CC2CCO)o1 (stereo unspecified)	102	-1	14	-26	-2	-4	-11	100	0.0	100	10
C/C(=N\NC(=O)c1ccc([N+](=O)[O-])cc1)c1cccc([N+](=O)[O-])c1	102	12	19	-18	1	8	-15	101	0.7	99	10
Cc1onc(-c2ccccc2Cl)c1C(=O)N1CCN(Cc2ccc3c(c2)OCO3)CC1	100	1	15	-17	-3	5	11	99	0.8	95	12
O=C(NC1CCCCCC1)C(Cc1ccccc1)n1cccc1 (stereo unspecified)	101	·	·	-78	·	-1	-6	104	·	?	6
O=C(c1nnc(-c2ccc(Cl)cc2)o1)C1CCCC1	102	2	29	-11	0	-2	17	104	0.3	100	28
C=CCn1c(SCC(=O)NCc2ccc3c(c2)OCO3)nnc1-c1cccnc1	94	2	11	-37	16	5	-1	91	0.7	98	9
Cc1cc(Nc2ccc(F)cc2Cl)n2ncnc2n1	101	2	22	-13	-1	9	·	101	0.0	100	6
Cc1ccccc1CNC(=O)Cc1ccccc1[N+](=O)[O-]	103	0	24	1	1	17	-1	102	0.3	98	10
O=C(NC1CCN(Cc2ccccc2)CC1)c1ccc(S(=O)(=O)NCc2ccco2)cc1	106	3	70	-2	0	15	1	107	1.4	106	12
c1ccc(-n2nnnc2-c2cnc(-c3cccnc3)nc2-c2cccs2)cc1	80	10	19	8	-3	0	6	90	23	84	13
Cc1ccnc(N2C(=O)c3ccccc3C2Nc2cccc(C)c2C)c1 (stereo unspecified)	99	5	16	0	0	5	·	98	1.0	102	29
O=C(O)Cn1cc(/C=C2/SC(=O)N(CC(=O)N3CCCCCC3)C2=O)c2ccccc21	103	2	9	-7	-2	-2	-10	100	0.3	100	24
CN=C(Nc1ccccc1)SC1CC(=O)N(c2cccc(OC)c2)C1=O (stereo unspecified)	102	3	17	-11	1	6	15	102	0.1	?	9
Cc1ccc(-c2nc(CN3CCCCC3)cc(CN3CCCCC3)c2O)cc1	101	2	11	-26	0	38	8	103	0.3	101	11
CCc1c(C)[nH]n(-c2nc(-c3ccccc3)cs2)c1=O	100	3	15	-11	0	9	-6	94	-0.6	100	6
COc1ccc(NC(=S)NC(C)Cc2cccs2)cc1 (stereo unspecified)	100	6	16	-45	-3	5	-7	102	0.2	?	9
c1ccc(-c2nnc3sc(Cc4cccs4)nn23)cc1	99	2	11	-19	1	26	-16	96	0.1	101	8
CCOC(=O)c1c(N)sc(C(=O)N2CCCCCC2)c1C	102	6	42	-22	-2	-5	-7	102	1.4	109	10
Cn1c(=O)c2c(nc(N3CCCCC3)n2C)n(C)c1=O	102	5	36	0	-4	-5	·	99	0.5	99	11
Cc1nn(-c2ccccc2)c(C)c1/C=N/NC(=O)c1cc(-c2ccc(Cl)s2)[nH]n1	100	1	22	5	-1	-11	·	99	0.4	97	6
CCCCNC(=O)CCNS(=O)(=O)c1ccc(C)cc1	99	1	45	1	-2	-2	·	104	0.2	98	7
CC(=NCCCn1ccnc1)c1c(-c2ccccc2)[nH]n(-c2nc3ccccc3s2)c1=O	101	11	9	-42	-2	-12	·	103	1.2	100	10
CC1=C(C#N)C(/C=N/OCc2ccc(F)cc2Cl)CC(=O)N1 (stereo unspecified)	102	1	19	7	2	8	·	100	-0.2	96	11
Cc1cc(C)nc(NS(=O)(=O)c2ccc(NC(=O)c3ccc(S(=O)(=O)N4CCOCC4)cc3)cc2)n1	106	0	23	-2	-4	-2	·	99	0.3	100	28
CCCCC#Cc1ccccc1CC(=O)Nc1ccccc1	100	6	17	-7	-3	15	6	102	0.9	103	10
COc1cc(/C(C)=N/NC(=O)C(O)(c2ccccc2)c2ccccc2)ccc1O	98	5	21	-32	-3	11	·	95	1.8	95	6
COc1ccccc1NC(=O)CSCc1ccc([N+](=O)[O-])cc1	93	2	15	-25	0	8	9	87	-0.3	103	7
CN(Cc1nc(-c2ccccn2)no1)S(=O)(=O)c1ccc(Br)cc1	109	5	35	-7	0	22	·	106	1.0	101	9
CCNc1nc(OCCNC(C)=O)nc(N(C)C)n1	98	1	13	-9	-2	17	·	102	0.2	99	32
CCCCNC(=S)N/N=C/c1ccccc1F	95	15	11	0	-6	25	4	94	0.4	91	5
NC(=O)COC(=O)[C@@H]1CC(O)CN1S(=O)(=O)c1ccc2c(c1)OCCO2 (stereo partly specified)	101	·	·	-68	·	-23	-9	99	·	?	10
Cn1c(SC2C(=O)CC(C)(C)CC2=O)nnc1-c1ccco1	90	5	12	-62	0	16	1	104	0.7	97	22
Cc1ccc(OC(=O)c2ccc3snnc3c2)cc1	97	11	11	9	34	1	-12	91	0.8	90	9
CCOc1ccccc1NC1c2ccccc2C(=O)N1c1cccnc1 (stereo unspecified)	99	3	45	-60	-38	-6	·	99	-0.6	100	8
Cc1cccc(NC(=O)c2ccc(S(=O)(=O)C(F)F)cc2)c1C	102	8	7	-11	12	12	8	104	0.3	108	11
C=CCN=C1CC(C)(C)CC(=O)/C1=C(\O)c1ccccc1	97	1	8	-14	3	2	-33	92	0.4	88	9
CCn1ccnc1CN(C)Cc1nc(CCC(C)C)no1	103	0	15	-29	-3	-10	·	98	-0.1	97	12
O=C(c1cc(-c2cccnc2)nc2ccc(Br)cc12)N1CCN(c2ncccn2)CC1	100	5	29	5	0	1	1	96	3.2	99	22
Going on with the list.
SMILES	RGS8-Gao	ABCG2 inh	GSH bead fluor	Mcl1 Bid PPI	Bim-Mcl-1	Mcl1-Noxa inh	Pf gametocyte	RGS4-Gao reg	ABCB1 inh	RGS7-Gao reg	Avidin fluor
O=C(NN=C1CCCC1)c1n[nH]c2c1CCC2	96	5	11	-26	2	-3	-8	88	-0.2	90	10
O=[N+]([O-])c1ccc2[nH]c(O)c(N=NC3CS(=O)(=O)CC3O)c2c1 (stereo unspecified)	100	·	·	-19	·	10	15	101	·	?	3
CCCc1nc2oc(C(=O)c3ccccc3)c(N)c2c2c1COC(C)(C)C2	103	4	47	-5	-3	-1	·	104	1.0	100	5
O=C(Oc1nsnc1N1CCOCC1)N(c1ccccc1)c1ccccc1	102	3	15	-3	-1	-7	-21	103	1.5	107	9
CCOC(=O)Nc1ccc2c(c1)N(C(=O)CN(CC)CC)c1ccccc1C=C2	98	0	12	10	-1	20	·	97	0.2	98	37
COc1ccc(C(C)=O)cc1Cn1cnc2c(cnn2C)c1=O	106	·	·	0	·	9	-17	106	·	?	7

Entries of single compounds as entered above.
O=C(Oc1nsnc1N1CCOCC1)N(c1ccccc1)c1ccccc1 in the list: RGS8-Gao: 102; ABCG2 inh: 3; GSH bead fluor: 15; Mcl1 Bid PPI: -3; Bim-Mcl-1: -1; Mcl1-Noxa inh: -7; Pf gametocyte: -21; RGS4-Gao reg: 103; ABCB1 inh: 1.5; RGS7-Gao reg: 107; Avidin fluor: 9
O=C(NN=C1CCCC1)c1n[nH]c2c1CCC2 in the list: RGS8-Gao: 96; ABCG2 inh: 5; GSH bead fluor: 11; Mcl1 Bid PPI: -26; Bim-Mcl-1: 2; Mcl1-Noxa inh: -3; Pf gametocyte: -8; RGS4-Gao reg: 88; ABCB1 inh: -0.2; RGS7-Gao reg: 90; Avidin fluor: 10

Source: PubChem (several laboratories)
